PKA-R1A activ: activates the PKA-R1A holoenzyme complex. PKA-R1A dissociation, Cy5-IP20 fluorescence polarization; scaled: DMSO 0%, 113 µM cGMP 100%. 340,000 tested, 0.083% active. P00514+P68181. activation, % at 11.4 µM;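 active = percent activation above the mean of all tested compounds plus 3 SD, cut at about 19% in these data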;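 also: higher means more PKAc released from R1A so a rise in polarization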
Tat export inh: inhibitors of E. coli Tat protein transport; AID 488895; inhibition, % at 10 µM; E. coli MC4100 TorA-mCherry Tat export, fluorescence; 340,000 tested, 0.036% active;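 active = mean replicate inhibition at least 50% and at least half of replicates individually reaching 50%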;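 also: exported cargo escapes ClpAP degradation while cytoplasmic cargo is degraded and loses fluorescence; 0% = median of neutral control wells and 100% = median of NaSCN control wells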
phage Ecoli inh: E. coli growth loss with phage present; growth absorbance; inhibition, % at 11.9 µM; 360,000 tested, 0.26% active; AID 651602; in the data active = inhibition above about 11%
MOR-DOR inv ag: mu-delta opioid heterodimer inverse agonism. cell-based MOR-DOR heterodimer luminescence. inhibition, % at 9.3 µM. 340,000 tested, 0.21% active. AID 504357; in the data active = inhibition above about 22%, passing the limit was not always enough;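 also: 0% = cells with DMSO and 100% = wells without cells with DMSO; values of inactives mirror those of a sister screen read the other way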
PKA-R2B activ: activates the human PKA-R2B holoenzyme complex; PKA-R2B holoenzyme dissociation, Cy5-IP20 fluorescence polarization; R2B truncated from residue 108, S112A mutant; 0% DMSO only, 100% 113 µM cGMP; P22694+P31323; AID 504700; 340,000 tested, 0.079% active; activation, % at 11.4 µM;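 active = activation above a cutoff set at the mean over all compounds plus 3 SD, cut at about 18% in these data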;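 also: higher means more holoenzyme dissociation and a rise in polarization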
Target sequence (P31323 whole entry, looked up, other chains not shown, the tested form may be a part): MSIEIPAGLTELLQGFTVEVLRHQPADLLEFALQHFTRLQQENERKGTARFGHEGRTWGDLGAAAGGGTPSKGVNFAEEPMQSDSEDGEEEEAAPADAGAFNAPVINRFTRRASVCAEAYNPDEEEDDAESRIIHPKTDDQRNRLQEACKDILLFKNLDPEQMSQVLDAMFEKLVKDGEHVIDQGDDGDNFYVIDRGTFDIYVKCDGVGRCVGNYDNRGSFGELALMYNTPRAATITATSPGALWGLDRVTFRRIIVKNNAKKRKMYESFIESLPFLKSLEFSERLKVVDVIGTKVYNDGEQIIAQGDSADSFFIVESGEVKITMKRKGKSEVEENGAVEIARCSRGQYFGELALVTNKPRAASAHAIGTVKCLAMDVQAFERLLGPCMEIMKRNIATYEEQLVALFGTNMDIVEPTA
HTR5A inv ctr: counter-screen for OPRM1-OPRD1 inverse agonists: human HTR5A inverse agonism. HTR5A cell line, luminescence. inhibition, % at 9.3 µM. 340,000 tested, 0.083% active; in the data active = inhibition mostly above about 23%, no sharp cut-off; inactive = mostly below about 18%;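 also: 0% = cells with DMSO and 100% = no-cell wells with DMSO; some compounds called inactive have numbers as strong as hits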
Target sequence (P47898 whole entry, looked up): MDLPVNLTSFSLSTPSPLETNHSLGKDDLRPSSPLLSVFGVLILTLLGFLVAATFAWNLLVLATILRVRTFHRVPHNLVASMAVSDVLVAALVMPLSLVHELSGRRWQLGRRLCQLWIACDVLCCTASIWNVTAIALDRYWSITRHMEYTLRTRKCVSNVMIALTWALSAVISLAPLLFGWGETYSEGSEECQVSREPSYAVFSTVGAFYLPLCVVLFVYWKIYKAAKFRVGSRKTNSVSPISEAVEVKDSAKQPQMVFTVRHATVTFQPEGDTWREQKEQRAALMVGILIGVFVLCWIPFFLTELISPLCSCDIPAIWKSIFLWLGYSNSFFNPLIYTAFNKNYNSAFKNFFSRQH
Mot1-301 SUMO: blocks SUMOylation pathway, rescuing yeast Mot1-301 growth; S. cerevisiae Mot1-301 growth rescue, ATP luminescence, 38.5C; percent above DMSO median, 100 means doubled; growth rescue, % at 18.8 µM; 320,000 tested, 1% active;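 active = every valid replicate shows activation above 250% relative to neutral control wells; inactive = the rest, any valid replicate at or below 250%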;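 also: OY570 slx delta 5 strain wells were the positive control but not used for scaling; some compounds called inactive have numbers as strong as hits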
AddAB inh: less growth of phage-infected E. coli with AddAB. E. coli expressing H. pylori AddAB, absorbance growth. inhibition, % at 11.9 µM. 330,000 tested, 0.29% active. AID 435030; in the data active = inhibition above about 12%;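 also: 0% = vehicle wells of infected cells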
PfHsp90 yeast 2: growth inhibition of yeast expressing Plasmodium Hsp90; 310,000 tested, 0.32% active; inhibition, % at 9.4 µM; S. cerevisiae expressing PfHsp90, BacTiter-Glo ATP, 48 h; yeast lacking PDR1 and PDR3 efflux regulators;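 active = every replicate shows inhibition above about 80%, whatever the replicate mean, limit read from the data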;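 also: 0% = DMSO neutral controls and 100% = 20 µM radicicol positive controls; yeast relying on Plasmodium falciparum Hsp90 in place of its own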
Ecoli viability: counter-screen for AddAB inhibitors: E. coli growth inhibition; inhibition, % at 11.9 µM; AID 449728; 330,000 tested, 0.27% active; E. coli V3065 growth, OD600 absorbance, 18 h;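 active = inhibition above the campaign's mean inhibition across all tested compounds plus 3 SD, cut at about 9.9% in these data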;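 also: uninfected addAB+ strain grown without phage in ampicillin broth; 0% = DMSO wells and 100% = ciprofloxacin 0.95 µg/ml wells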
OPRM1-OPRD1 ag: OPRM1-OPRD1 heterodimerization agonism; 340,000 tested, 0.3% active; cells, luminescence; P35372+P41143; activation, % at 9.3 µM; in the data active = activation above about 18%;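 also: 0% = vehicle-treated cells and 100% = reference agonist; values of inactives mirror those of a sister screen read the other way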
* hit, by the source's call; nt = no result given.

No.	smiles	OPRM1-OPRD1 ag	AddAB inh	PKA-R2B activ	Mot1-301 SUMO	phage Ecoli inh	PfHsp90 yeast 2
1	CCCCN=C1C([N+](=O)[O-])=CC=C2C1=NC1(CCCCC1)N2O	-0.5	6.6	-3	-9	0.4	-1
2	CCOC(=O)C1CCCN(c2c(N3CCC(N4CCCCC4)CC3)c(=O)c2=O)C1 (stereo not given)	-0.2	1.5	3	-12	4.8	1
3	O=C(CNC(=O)Cc1ccc(Cl)cc1)NCc1ccco1	-0.9	4.1	0	6	2.9	-5
4	CC1CC(=S)Nc2ccccc2S1 (stereo not given)	-1.6	0.1	-11	0	0.8	7
5	CC(=O)Nc1cc(-n2cnnn2)ccc1C	-2.1	0.2	-4	166	4.3	16
6	Nc1c(/C=C2/C=CC(=O)C(O)=C2)c(=O)nc2sc(CC(=O)N3CCOCC3)nn12	-1.3	nt	2	nt	-1.1	-5
7	C/C(=N\NC(=O)CSc1nc(C)cc(C)n1)c1cccc([N+](=O)[O-])c1	-2.9	0.3	-2	8	3.6	-1
8	Cc1ccc(-c2ccc(SCC(=O)Nc3nonc3C)nn2)cc1	-0.3	4.7	1	27	4.0	12
9	COc1ccc(-n2c(SCC(=O)NCCC(C)C)nc3ccsc3c2=O)cc1	-0.3	0.6	-1	174	4.2	nt
10	O=C(Cc1ncc(C(F)(F)F)cc1Cl)NCCc1ccccc1	-4.1	-3.0	-9	6	0.8	-2
11	CCn1c(CCNC(=O)c2ccc(OC)cc2)nnc1SCc1ccc(Cl)cc1Cl	-2.1	2.4	0	13	1.2	21
12	C/C=C/C(=O)OCC(=O)Nc1ccc(F)cc1Cl	-1.7	2.5	1	11	1.1	20

No.	HTR5A inv ctr	Ecoli viability	PKA-R1A activ	MOR-DOR inv ag	Tat export inh
1	-12	-1.7	-14	2	-2
2	2	-0.9	2	1	-1
3	15	0.8	-11	4	-3
4	-4	-2.4	-9	9	4
5	8	-1.6	3	11	-11
6	-7	nt	-10	6	-2
7	15	-1.1	10	15	17
8	-19	2.8	-6	2	-5
9	-14	1.6	5	1	7
10	-4	-2.3	-7	19	3
11	4	1.6	5	11	7
12	-16	1.9	-3	9	-6

No.	smiles	OPRM1-OPRD1 ag	AddAB inh	PKA-R2B activ	Mot1-301 SUMO	phage Ecoli inh	PfHsp90 yeast 2
13	CCN(CC(=O)Nc1c(F)cccc1F)C(=O)COc1ccc2c(c1)CCC2	-1.1	1.6	-12	74	1.7	37
14	O=C(NC1CCCC1)C(c1ccsc1)N(CCc1ccccc1)C(=O)Cc1cccs1 (stereo not given)	2.9	5.0	-7	13	4.9	29
15	CSc1nc(=S)n(Cc2ccccc2)c(C)c1C(C)=O	-3.8	1.9	-5	-3	0.6	15
16	CCS(=O)(=O)N1CCC(C(=O)NCc2ccccn2)CC1	-0.8	0.8	-3	-12	3.1	-13
17	CC(C)(C)C1CCC(=NNC(=O)C(=O)NCc2cccnc2)CC1 (stereo not given)	-1.0	-0.1	7	-7	1.3	nt
18	Cc1nnc(N2C(=O)C(=O)/C(=C(/O)c3ccc4c(c3)OCCO4)C2c2ccc(F)cc2)s1 (stereo not given)	-2.3	1.4	-2	-3	-0.8	15
19	Cc1ccc(OC(=O)c2cccc([N+](=O)[O-])c2)c(-n2nc3ccccc3n2)c1	-2.5	1.3	-2	-16	0.2	-1
20	O=C1OCC/C1=C\c1ccccc1	-2.4	2.5	4	0	-0.4	6
21	O=C(N/N=C/c1ccc(Br)o1)/C(=C/c1ccc([N+](=O)[O-])cc1)NC(=O)c1ccccc1	2.8	1.3	5	11	3.0	-39
22	Cc1oc(-c2ccccc2)[n+]([O-])c1C	-2.4	-2.5	-1	-8	-0.3	0
23	CCC(=O)N1CCN(c2ccccc2NC(=O)Cc2ccc(Cl)cc2)CC1	-2.5	0.8	-6	-10	-0.1	3
24	Fc1ccc(Nc2ccnc(Nc3ccc(F)cc3)n2)cc1	4.9	3.4	0	-10	5.1	8

No.	HTR5A inv ctr	Ecoli viability	PKA-R1A activ	MOR-DOR inv ag	Tat export inh
13	14	-0.4	12	6	6
14	1	-1.6	0	-21	4
15	-3	0.3	-5	20	-12
16	6	0.9	2	4	-1
17	-1	-0.7	-5	5	1
18	14	1.4	1	12	-6
19	6	0.8	-9	15	0
20	30	-3.0	-6	12	-4
21	22	-0.2	-4	-16	0
22	12	-2.7	-2	13	-9
23	-20	-1.3	5	14	13
24	-56	-0.6	-8	-27	-15

No.	smiles	OPRM1-OPRD1 ag	AddAB inh	PKA-R2B activ	Mot1-301 SUMO	phage Ecoli inh	PfHsp90 yeast 2
25	O=C(COC(=O)CCC(=O)c1cccs1)Nc1ccc(Cl)cn1	-1.8	-0.2	-3	-4	3.4	1
26	CN(C)C(CNC(=O)c1cccc(S(=O)(=O)N(C)C)c1)c1ccccc1 (stereo not given)	33*	0.9	9	-25	1.0	-4
27	COc1cc(C=O)ccc1OCCCOc1ccc([N+](=O)[O-])cc1	-1.5	1.6	10	5	4.4	-24
28	Cc1cc(=O)n2nc(N3CCC(C(=O)NCCc4ccc(Cl)cc4)CC3)sc2n1	-1.8	1.7	5	2	-0.5	-23
29	CC(C)Cc1n[nH]c(=O)c2c1nnn2Cc1ccccc1F	-0.9	-0.7	-3	105	1.8	-27
30	NCCCC[C@H]1CNC(=S)N1CC1CCCCC1	-2.8	3.7	1	2	4.3	6
31	O=C(CSc1nncc2ccccc12)Nc1cccc(C(=O)O)c1	-1.8	0.6	-8	0	-0.1	-12
32	O=C(Nc1ccc(Cl)c(Cl)c1)c1ccccc1	10	0.6	-9	42	1.8	nt
33	O=C(CN1CCCCCC1)Nc1cccc(Br)c1	0.6	1.8	-9	-8	4.1	nt
34	O=C(CCNS(=O)(=O)c1c(Cl)cccc1Cl)OCC(=O)c1ccccc1F	-2.6	2.4	-7	-4	1.3	-14
35	COC(=O)NC1(C(F)(F)F)C(=O)Nc2c1c(=O)n(C)c(=O)n2C (stereo not given)	-3.6	0.4	3	nt	0.6	-23
36	NS(=O)(=O)c1ccc(NC(=O)COC(=O)c2ccc(Cl)cc2[N+](=O)[O-])cc1	4.7	-2.5	-7	5	4.9	10

No.	HTR5A inv ctr	Ecoli viability	PKA-R1A activ	MOR-DOR inv ag	Tat export inh
25	-19	-0.9	2	11	-13
26	-15	0.0	-11	-178	9
27	1	-0.9	8	8	5
28	-13	-0.9	0	10	5
29	-7	-1.7	4	5	-5
30	-18	-1.0	0	16	-12
31	20	-0.8	-6	9	1
32	4	2.5	-1	-58	-5
33	9	-0.9	-4	-3	5
34	2	1.9	-11	14	21
35	4	-0.9	0	17	1
36	12	-2.1	-1	-24	-8

No.	smiles	OPRM1-OPRD1 ag	AddAB inh	PKA-R2B activ	Mot1-301 SUMO	phage Ecoli inh	PfHsp90 yeast 2
37	CC1CCN(Cc2c(C(=O)N/N=C/c3ccccc3O)nnn2-c2nonc2N)CC1	9.9	2.3	6	-3	0.2	-8
38	Cn1cc(C(=O)NC2CCCCCC2)c(=O)c2cc(S(=O)(=O)N3CCCC3)ccc21	-2.9	-1.6	-5	7	3.2	-5
39	CC1Cc2ccccc2N1S(=O)(=O)c1cnc(Cl)c(Br)c1 (stereo not given)	1.6	-1.4	9	14	2.8	-14
40	COc1ccccc1-c1nnc(NC(=O)CSc2nncn2C)s1	-2.3	-1.0	2	-1	3.6	8
41	CCOC(=O)c1c(NC(=O)COC(=O)CCOc2ccc(OCC)cc2)sc(C(=O)N(C)C)c1C	-2.3	1.4	-7	3	nt	4
42	O=C(NCc1ccc2c(c1)OCO2)c1ccc(S(=O)(=O)NCC2CCCO2)cc1 (stereo not given)	-3.5	3.8	-6	-13	1.6	-39
43	COc1ccccc1N1CC(C(=O)OC(C)C(=O)N2CCCc3ccccc32)CC1=O (stereo not given)	-0.7	-1.5	5	1	0.5	-7
44	CCS(=O)(=O)NCCc1ccc(OC)c(OC)c1	-0.4	1.6	-2	4	3.1	nt
45	CCN1CCN(C(=O)CN(c2cccc(Br)c2)S(=O)(=O)c2ccccc2)CC1	-2.1	3.2	-3	6	1.9	-17
46	O=C(NCCC1CCCCN1S(=O)(=O)c1ccc(F)cc1)C(=O)NC1CCCC1 (stereo not given)	-0.7	-0.1	7	56	1.9	15
47	Cc1ccccc1-n1c(=O)c2ccccc2n2nnnc12	-2.2	3.7	-4	-24	1.0	nt
48	O=C(NCC(=O)N1CCCC(C(F)(F)F)C1)c1cccs1 (stereo not given)	0.4	nt	0	nt	5.2	36
49	CCOC(=O)C1CCN(C(=O)CCN2C(=O)C3C4C=CC(C4)C3C2=O)CC1 (stereo not given)	0.3	2.0	0	5	0.1	-5
50	CCCCOC(=O)Nc1ccc(OC)cc1S(=O)(=O)N1CCOCC1	-2.6	0.2	-1	6	2.2	8

No.	HTR5A inv ctr	Ecoli viability	PKA-R1A activ	MOR-DOR inv ag	Tat export inh
37	-5	0.6	-5	-55	-6
38	15	-2.6	-11	18	5
39	-15	0.8	-8	-8	-1
40	18	-1.5	-2	11	-6
41	-5	0.3	-5	12	11
42	3	-1.8	-3	15	-1
43	-38	0.1	5	4	-2
44	-8	-3.3	6	2	-4
45	-10	-1.2	-7	11	-2
46	6	2.0	-4	5	3
47	10	-1.4	-8	11	3
48	7	nt	5	-2	-15
49	3	-3.1	-5	-2	-7
50	-2	-0.2	-9	15	-6

Part of the list above, showing only PfHsp90 yeast 2, Ecoli viability and MOR-DOR inv ag.
no.	Structure	PfHsp90 yeast 2	Ecoli viability	MOR-DOR inv ag
44	CCS(=O)(=O)NCCc1ccc(OC)c(OC)c1	nt	-3.3	2
38	Cn1cc(C(=O)NC2CCCCCC2)c(=O)c2cc(S(=O)(=O)N3CCCC3)ccc21	-5	-2.6	18
50	CCCCOC(=O)Nc1ccc(OC)cc1S(=O)(=O)N1CCOCC1	8	-0.2	15

6 compounds already listed, sorted by molecular weight, smallest number first:
No.	smiles	OPRM1-OPRD1 ag	AddAB inh	PKA-R2B activ	Mot1-301 SUMO	phage Ecoli inh	PfHsp90 yeast 2
48	O=C(NCC(=O)N1CCCC(C(F)(F)F)C1)c1cccs1 (stereo not given)	0.4	nt	0	nt	5.2	36
42	O=C(NCc1ccc2c(c1)OCO2)c1ccc(S(=O)(=O)NCC2CCCO2)cc1 (stereo not given)	-3.5	3.8	-6	-13	1.6	-39
43	COc1ccccc1N1CC(C(=O)OC(C)C(=O)N2CCCc3ccccc32)CC1=O (stereo not given)	-0.7	-1.5	5	1	0.5	-7
37	CC1CCN(Cc2c(C(=O)N/N=C/c3ccccc3O)nnn2-c2nonc2N)CC1	9.9	2.3	6	-3	0.2	-8
46	O=C(NCCC1CCCCN1S(=O)(=O)c1ccc(F)cc1)C(=O)NC1CCCC1 (stereo not given)	-0.7	-0.1	7	56	1.9	15
38	Cn1cc(C(=O)NC2CCCCCC2)c(=O)c2cc(S(=O)(=O)N3CCCC3)ccc21	-2.9	-1.6	-5	7	3.2	-5

No.	HTR5A inv ctr	Ecoli viability	PKA-R1A activ	MOR-DOR inv ag	Tat export inh
48	7	nt	5	-2	-15
42	3	-1.8	-3	15	-1
43	-38	0.1	5	4	-2
37	-5	0.6	-5	-55	-6
46	6	2.0	-4	5	3
38	15	-2.6	-11	18	5
